# UBC13 inh = blocks human UBC13 polyubiquitin chain formation; P61088; TR-FRET; inhibition, % at 20 µM; 330,000 compounds, 0.47% hits; AID 485273; in the data active = inhibition above about 45%, passing the limit was not always enough; inconclusive = no clear call, values can overlap the other calls
# Target sequence (P61088 whole entry, looked up): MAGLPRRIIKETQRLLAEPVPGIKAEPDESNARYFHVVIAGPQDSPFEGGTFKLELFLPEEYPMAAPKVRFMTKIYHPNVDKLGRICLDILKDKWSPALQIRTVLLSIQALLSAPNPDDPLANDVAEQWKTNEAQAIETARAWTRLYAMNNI
# SENP6 block = blocks the human protease SENP6; Q9GZR1; Recombinant SENP6 catalytic domain, aminoluciferin luminescence; inhibition, % at 10 µM; 330,000 compounds, 1.8% hits;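 active = inhibition above about 50% at the single tested dose, limit read from the data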;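 note: plate controls were DMSO wells with enzyme for no effect and DMSO wells lacking enzyme for full effect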
# Target sequence (Q9GZR1 628-1112 limits assumed): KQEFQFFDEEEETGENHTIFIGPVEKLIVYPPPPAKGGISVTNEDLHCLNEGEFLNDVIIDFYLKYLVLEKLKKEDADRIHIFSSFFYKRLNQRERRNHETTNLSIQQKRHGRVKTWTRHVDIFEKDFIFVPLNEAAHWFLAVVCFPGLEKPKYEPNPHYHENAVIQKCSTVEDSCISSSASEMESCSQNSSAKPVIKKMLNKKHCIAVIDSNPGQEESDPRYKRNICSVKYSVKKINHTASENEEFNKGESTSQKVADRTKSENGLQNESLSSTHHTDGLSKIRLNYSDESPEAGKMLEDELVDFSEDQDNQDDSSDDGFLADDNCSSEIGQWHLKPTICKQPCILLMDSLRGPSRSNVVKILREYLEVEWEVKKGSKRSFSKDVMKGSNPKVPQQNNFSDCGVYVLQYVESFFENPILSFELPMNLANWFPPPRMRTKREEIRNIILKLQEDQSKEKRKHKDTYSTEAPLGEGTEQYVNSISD
# SENP1 FRET inh = blocks the human SENP1 SUMO protease catalytic domain. recombinant SENP1 catalytic domain, CyPet-SUMO1-YPet FRET cleavage. 360,000 compounds, 0.21% hits. inhibition, % at 10 µM;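 active = inhibition at least 30% at 10 µM, raw YFP signal under a set limit, fluorescence ratio 0.5 to 1.5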;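 note: 0% = enzyme with DMSO and 100% = no enzyme wells; some results filed as inactive read as strong as hits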
#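 Test system: recombinant human SENP1 catalytic domain, His6-tagged / Medium: pH 8 Tris buffer with EDTA, NaCl, BME, BSA, NP40, catalase / Also added: SUMO1 FRET substrate flanked by Cypet and Ypet, 25 nM / Times: 50 min reaction at room temperature / Signal: FRET, CFP and YFP emission / Control set: no-enzyme low control and enzyme-plus-DMSO high control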
# Apaf1 inhib = inhibitors of human Apaf-1 apoptosome; AID 489030; 330,000 compounds, 0.71% hits; reconstituted apoptosome caspase-3 activity, DEVD-Rh110 fluorescence; O14727; inhibition, % at 20 µM; active = inhibition of at least 40% at 20 µM;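 note: plate controls were DMSO wells for no effect and DEVD-CHO caspase inhibitor wells for full effect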
#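 Material: cell-free apoptosome with Apaf-1, procaspase-3 and caspase-9; Buffer or medium: Hepes pH 7.5 with detergent and BSA; Reagent: cytochrome c trigger plus (Z-DEVD)2-Rh110 caspase-3 substrate; Times: compound with Apaf-1, dATP, procaspase-3 30 min, then 50 min reaction, room temperature; Technique: Rh110 fluorescence intensity.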
# SENP7 block = inhibitors of human SENP7 protease | recombinant SENP7, Z-RLRGG-aminoluciferin luminescence, 40 min | 330,000 compounds, 1.5% hits | Q9BQF6 | inhibition, % at 5 µM;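 active = inhibition above about 50% at the single test dose, limit read from the data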;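 note: plate controls were DMSO with enzyme for no effect and no enzyme buffer wells for full effect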
# SENP8 block-1 = blocks the human protease SENP8; inhibition, % at 10 µM; AID 2540; purified SENP8, Z-RLRGG-aminoluciferin cleavage, luminescence; 330,000 compounds, 1.2% hits; Q96LD8; in the data active = inhibition above about 50%
# Target sequence (Q96LD8 whole entry, looked up): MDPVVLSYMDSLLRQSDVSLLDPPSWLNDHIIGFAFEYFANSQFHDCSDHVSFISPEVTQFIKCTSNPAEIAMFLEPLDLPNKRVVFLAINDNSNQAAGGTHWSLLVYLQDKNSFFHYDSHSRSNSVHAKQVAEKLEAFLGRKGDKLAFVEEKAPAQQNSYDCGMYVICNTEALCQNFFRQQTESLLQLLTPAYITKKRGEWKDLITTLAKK
# SENP8 block-2 = inhibitors of human SENP8 protease. Q96LD8. recombinant SENP8, Nedd8 substrate fluorescence. inhibition, % at 20 µM. 360,000 compounds, 0.64% hits. AID 602440; in the data active = inhibition mostly above about 40%, no sharp cut-off; inactive = mostly below about 27%
# APOBEC3G inh = blocks human APOBEC3G single-stranded DNA deamination. Q9HC16. recombinant A3G, ssDNA deamination FAM/TAMRA fluorescence. inhibition, % at 20 µM. 330,000 compounds, 0.28% hits. AID 493012;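 active = inhibition of at least 40% at 20 µM, with no more than 30% in the related APOBEC3A deaminase screen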;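 note: plate controls were DMSO wells with A3G for no effect and wells lacking A3G enzyme for full effect; some compounds called inactive have numbers as strong as hits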
# The depositor's hits bear a star; ? = inconclusive; / = not tested or not shown; & = joins results of further samples.
SMILES,UBC13 inh,SENP6 block,SENP1 FRET inh,Apaf1 inhib,SENP7 block,SENP8 block-1,SENP8 block-2,APOBEC3G inh
Cc1ccc(NS(=O)(=O)c2cccc(C(=O)NCC3CCCO3)c2)cc1 (stereo unspecified),4,-18,1,6,5,-4,18,-8
COc1ccc(OC)c(NC(=O)C(=O)NCCC2=CCCCC2)c1,8,-11,-1,15,0,-6,10,-1
C#CCn1c(=NC(=O)c2ccc(Br)s2)sc2cccc(OC)c21,?,-13,-108,8,-2,-1,-462,-6
CC(NS(=O)(=O)c1ccc(Cl)cc1)C(c1cccs1)N1CCN(C)CC1 (stereo unspecified),-1,-6,2,0,-18,-10,12,-3
COc1ccc(CCNC(=O)c2ccc3c(c2)NC(=O)C(CSCc2cc(C)ccc2C)N3)cc1OC (stereo unspecified),-7,11,/,6,1,9,/,35
CC1(OC(=O)C2CCCC2)C(=O)C=C2C=C(c3ccsc3)N(CCN3CCOCC3)C=C2C1=O (stereo unspecified),-80,5,/,38,-6,9,/,-9
CCC1CCCCN1CCCNC(=O)C1CCCN(S(=O)(=O)N2CC(C)CC(C)C2)C1 (stereo unspecified),-3,9,-1,13,6,2,17,10
O=C(CSCC(=O)N1CCCCC1)OCC(=O)c1c[nH]c2ccccc12,2,-1,2,6,4,1,11,-2
CCOC(=O)c1coc(CNC(=O)c2c(C)oc3c2CCCC3)c1,-6,-11,4,-2,-3,-8,12,-2
CNC(=O)/C(C#N)=C\c1ccc(CNS(=O)(=O)c2ccc(Cl)cc2)o1,1,0,1,1,3,-8,4,11
C=CCNC(=O)c1onc(CSc2ccc(Cl)cc2)c1C(=O)O,-6,-3,3,4,4,-5,8,9
COCCNC(=S)N1CCOCC1,0,19,-3,-3,7,10,18,-2
O=C(CCn1c(=O)oc2ccccc21)NCCCN1CCN(c2ccc(F)cc2)CC1,10,-4,2,7,0,0,7,1
O=C(Nc1cccc2ncccc12)c1ccc([N+](=O)[O-])o1,2,-2,2,1,7,6,29,-5
Cn1nc(CC(=O)NCc2cccc3ccccc23)c2ccccc2c1=O,9,2,4,-14,-1,-5,19,-6
CCNc1nc(NCC)nc(SCCOC(=O)c2ccccc2)n1,4,-3,0,3,0,17,4,-3
CCOC(=O)N1CCN(C(=O)c2ccc(Cl)c(NC(=O)c3cccs3)c2)CC1,-2,-25,2,11,-12,-11,8,-1
Cc1cccc(OC(C)C(=O)N/N=C\c2ccncc2)c1 (stereo unspecified),6,9,2,1,3,8,12,-3
Cn1c(OCc2ccc3c(c2)OCO3)nc2c1c(=O)n(Cc1cccc(Cl)c1)c(=O)n2C,2,5,2,-7,3,1,6,-5
CC(C)C(=O)N1CCN(c2c(Cl)cccc2[N+](=O)[O-])CC1,-11,-6,2,17,-5,-9,28,-4
COc1cc(Cl)c(C)cc1NC(=O)c1cccc(OC)c1OC,10,2,2,27,-4,-5,-4,1
Cc1c(C(=O)NCCN2CCOCC2)oc2ccc(Br)cc12,4,-17,3,12,-13,-5,4,-9
CCC1(c2ccc(F)cc2)NC(=O)N(CC(=O)Nc2cccnc2Cl)C1=O (stereo unspecified),-12,2,2,1,8,5,12,8
COc1nc(OC)nc(N2CCC(NC(=O)C(Cc3ccc(C(C)C)cc3)NC(C)=O)CC2)n1 (stereo unspecified),-7,-29,2,11,-2,-7,18,-11
O=C(c1ccccc1)C1CCN(C(=O)c2c(F)cccc2F)CC1,-6,-12,2,2,0,-2,14,-2
Nc1cc(-c2ccc(Cl)cc2)nn1-c1ccccc1,5,34,-1,5,63*,48,-2,1
Cc1cccc(NC(=O)CN2C(=O)N/C(=C\c3ccc(-c4cccc(C(=O)O)c4)o3)C2=O)c1,5,0,-35,3,2,-2,-406,8
O=C(Nc1cc(N2CCOCC2)ncn1)c1ccc(F)cc1,0,-2,1,-7,3,7,14,-6
O=C(O)CCC(=O)NCc1ccc(C(=O)O)cc1,0,21,-1,-3,10,3,16,0
CCC(=O)N(CCc1ccccc1)Cc1cc2cccc(C)c2[nH]c1=O,2,-3,3,-8,-9,-2,-20,-10
CN(C)/C=C/c1c([N+](=O)[O-])c2ccc(O)cc2n1-c1ccccc1,-195,8,-6,11,-5,-8,31,2
Cc1ccccc1C(=O)N1CCC(C(=O)N2CCCc3ccccc32)CC1,-10,4,-6,2,1,-1,-12,-1
CC(C)CCN(C(=O)CCCSc1nc2ccccc2[nH]1)c1c(N)n(Cc2ccccc2)c(=O)[nH]c1=O,-5,-8,-7,14,-4,6,-74,-14
Cc1sc2ncnc(N3CCCCC3)c2c1C,13,-17,-3,-4,3,2,4,-6
CN1C(=O)c2ccccc2NC(=O)[C@]12O[C@@H]2c1cccc(O)c1,-16,-3,6,-8,2,-3,34,3
NS(=O)(=O)c1cccc(NC(=O)Cn2cnc3ccccc3c2=O)c1,-3,-3,2,-4,-5,-8,-1,-11
COc1ccc(C2(C(=O)NCCCN3CCOCC3)CCOCC2)cc1,-3,10,0,-1,-5,-12,2,-2
CC1=C/C(=N\N=C2\NC(=O)C(CC(=O)Nc3ccccc3F)S2)CC(C)(C)C1 (stereo unspecified),-22,-13,1,10,3,-1,13,-1
COc1ccc(N2CCN(C(=O)COC(=O)c3ccc(Cl)nc3)CC2)cc1,4,-5,3,3,9,-5,18,4
Cc1ccccc1-n1nc(-c2cccnc2)cc1C(=O)NN,-2,-28,1,0,5,-1,3,-2
COc1ccccc1-c1nnc(C2CCN(S(=O)(=O)c3cccc([N+](=O)[O-])c3)CC2)o1,-6,-13,1,-53,-18,-3,21,3
O=c1c2cccnc2[nH]c(=S)n1Cc1ccccc1,-8,-9,1,-6,-7,-14,14,-2
O=C1CCCCC1S(=O)(=O)c1ccccc1 (stereo unspecified),-8,-8,2,3,12,-3,-2,1
COc1ccc(C2=NO[C@@H]3[C@@H]4C[C@@H]([C@H]5C(=O)N(C)C(=O)[C@@H]45)[C@H]23)cc1,-11,-13,0,4,-6,-4,23,-5
O=C(OC1CCCCC1)c1ccc(NC(=O)C2CCCCC2)cc1,-5,-4,3,23,-3,-2,12,0

# Already shown: entries from further up.
SMILES,UBC13 inh,SENP6 block,SENP1 FRET inh,Apaf1 inhib,SENP7 block,SENP8 block-1,SENP8 block-2,APOBEC3G inh
CN(C)/C=C/c1c([N+](=O)[O-])c2ccc(O)cc2n1-c1ccccc1,-195,8,-6,11,-5,-8,31,2
Cc1ccccc1C(=O)N1CCC(C(=O)N2CCCc3ccccc32)CC1,-10,4,-6,2,1,-1,-12,-1

# Following part.
SMILES,UBC13 inh,SENP6 block,SENP1 FRET inh,Apaf1 inhib,SENP7 block,SENP8 block-1,SENP8 block-2,APOBEC3G inh
CC(C)(C)NC(=O)C(Cc1ccccc1)N1C(=O)c2ccccc2C1=O (stereo unspecified),10,-13,1,-2,-9,-8,8,-3
O=C(CSc1cccc(C(F)(F)F)c1)N1CCN(S(=O)(=O)c2ccccc2)CC1,2,-5,4,1,-4,5,4,-6
COC(=O)c1ccccc1CC1SC(N)=NC1=O (stereo unspecified),0,-21,1,4,-4,-3,5,-2
NC(=O)Cc1ccc(C(=O)c2ccc(Cl)cc2)s1,-1,7,5,-4,-6,-7,15,-3
Cc1ccc(Cn2c(N)nc3ccccc32)cc1,2,-4,-1,5,-5,6,3,-5
COc1cccc(N2CCN(C(=O)c3cc4c(s3)CCCCC4)CC2)c1,1,-12,12,30,-2,-6,-13,-10
CO/N=C(\C(=O)N[C@@H]1C(=O)N2C(C(=O)O)=C(COC(C)=O)CS[C@H]12)c1csc(N)n1 (stereo in doubt),-1&2&0,-1&4&2,-5&-1&-3,-14&0&-4,-5&3&10,4&-2&10,-4&10&1,-4&13&0
CN(Cc1ccco1)C(=O)Cn1c(=O)oc2cc(S(=O)(=O)NCc3ccccc3)ccc21,3,-3,-2,9,-2,3,10,2
Cc1cc(C(=O)N[C@H](c2ccccc2)[C@@]2(C)C[C@@H]2[C@@H](C)C(=O)Nc2ccc3ccccc3c2)no1,3,2,1,4,0,-4,-11,-13
CCCCNC(=S)N1CCN(c2ccc(C(C)=O)cc2)CC1,-15,12,3,-2,-5,-5,-113,-9
COc1ccc(S(=O)(=O)N2CCOCC2)cc1NC(=O)COC(=O)CCOc1ccc(C)cc1,-11,-16,1,11,5,-5,7,4
O=C(Nc1ccc(SC(F)F)cc1)c1ccc(F)cc1,8,27,3,-7,40,29,13,-3
Cc1cc(C)c(N(C(=O)c2csnn2)C(C(=O)NC2CCCC2)c2ccncc2)c(C)c1 (stereo unspecified),4,5,0,-4,-7,-4,6,-7
COC(=O)Nc1ccc2ncn(C)c(=O)c2c1,1,1,2,-6,-6,7,-7,0
COc1ccc(-c2nn(CCC#N)cc2/C=N/O)cc1,12,-5,2,2,-8,1,14,-6

# In the list so far, these have an aryl methoxy group.
SMILES,UBC13 inh,SENP6 block,SENP1 FRET inh,Apaf1 inhib,SENP7 block,SENP8 block-1,SENP8 block-2,APOBEC3G inh
COc1ccc(OC)c(NC(=O)C(=O)NCCC2=CCCCC2)c1,8,-11,-1,15,0,-6,10,-1
C#CCn1c(=NC(=O)c2ccc(Br)s2)sc2cccc(OC)c21,?,-13,-108,8,-2,-1,-462,-6
COc1ccc(CCNC(=O)c2ccc3c(c2)NC(=O)C(CSCc2cc(C)ccc2C)N3)cc1OC (stereo unspecified),-7,11,/,6,1,9,/,35
COc1cc(Cl)c(C)cc1NC(=O)c1cccc(OC)c1OC,10,2,2,27,-4,-5,-4,1
COc1nc(OC)nc(N2CCC(NC(=O)C(Cc3ccc(C(C)C)cc3)NC(C)=O)CC2)n1 (stereo unspecified),-7,-29,2,11,-2,-7,18,-11
COc1ccc(C2(C(=O)NCCCN3CCOCC3)CCOCC2)cc1,-3,10,0,-1,-5,-12,2,-2
COc1ccc(N2CCN(C(=O)COC(=O)c3ccc(Cl)nc3)CC2)cc1,4,-5,3,3,9,-5,18,4
COc1ccccc1-c1nnc(C2CCN(S(=O)(=O)c3cccc([N+](=O)[O-])c3)CC2)o1,-6,-13,1,-53,-18,-3,21,3
COc1ccc(C2=NO[C@@H]3[C@@H]4C[C@@H]([C@H]5C(=O)N(C)C(=O)[C@@H]45)[C@H]23)cc1,-11,-13,0,4,-6,-4,23,-5
COc1cccc(N2CCN(C(=O)c3cc4c(s3)CCCCC4)CC2)c1,1,-12,12,30,-2,-6,-13,-10
COc1ccc(S(=O)(=O)N2CCOCC2)cc1NC(=O)COC(=O)CCOc1ccc(C)cc1,-11,-16,1,11,5,-5,7,4
COc1ccc(-c2nn(CCC#N)cc2/C=N/O)cc1,12,-5,2,2,-8,1,14,-6

# Screens: PubChem, Sanford-Burnham Center for Chemical Genomics
